TcdB GH inh: TcdB glycohydrolase inhibitors, primary screen, biochemical, single point, plate reader | inhibition, % at 9.99 µM | TcdB glycohydrolase enzymatic assay | 350,000 tested, 0.24% active; in the data active means inhibition above about 10%
Target sequence (P18177 whole entry, looked up): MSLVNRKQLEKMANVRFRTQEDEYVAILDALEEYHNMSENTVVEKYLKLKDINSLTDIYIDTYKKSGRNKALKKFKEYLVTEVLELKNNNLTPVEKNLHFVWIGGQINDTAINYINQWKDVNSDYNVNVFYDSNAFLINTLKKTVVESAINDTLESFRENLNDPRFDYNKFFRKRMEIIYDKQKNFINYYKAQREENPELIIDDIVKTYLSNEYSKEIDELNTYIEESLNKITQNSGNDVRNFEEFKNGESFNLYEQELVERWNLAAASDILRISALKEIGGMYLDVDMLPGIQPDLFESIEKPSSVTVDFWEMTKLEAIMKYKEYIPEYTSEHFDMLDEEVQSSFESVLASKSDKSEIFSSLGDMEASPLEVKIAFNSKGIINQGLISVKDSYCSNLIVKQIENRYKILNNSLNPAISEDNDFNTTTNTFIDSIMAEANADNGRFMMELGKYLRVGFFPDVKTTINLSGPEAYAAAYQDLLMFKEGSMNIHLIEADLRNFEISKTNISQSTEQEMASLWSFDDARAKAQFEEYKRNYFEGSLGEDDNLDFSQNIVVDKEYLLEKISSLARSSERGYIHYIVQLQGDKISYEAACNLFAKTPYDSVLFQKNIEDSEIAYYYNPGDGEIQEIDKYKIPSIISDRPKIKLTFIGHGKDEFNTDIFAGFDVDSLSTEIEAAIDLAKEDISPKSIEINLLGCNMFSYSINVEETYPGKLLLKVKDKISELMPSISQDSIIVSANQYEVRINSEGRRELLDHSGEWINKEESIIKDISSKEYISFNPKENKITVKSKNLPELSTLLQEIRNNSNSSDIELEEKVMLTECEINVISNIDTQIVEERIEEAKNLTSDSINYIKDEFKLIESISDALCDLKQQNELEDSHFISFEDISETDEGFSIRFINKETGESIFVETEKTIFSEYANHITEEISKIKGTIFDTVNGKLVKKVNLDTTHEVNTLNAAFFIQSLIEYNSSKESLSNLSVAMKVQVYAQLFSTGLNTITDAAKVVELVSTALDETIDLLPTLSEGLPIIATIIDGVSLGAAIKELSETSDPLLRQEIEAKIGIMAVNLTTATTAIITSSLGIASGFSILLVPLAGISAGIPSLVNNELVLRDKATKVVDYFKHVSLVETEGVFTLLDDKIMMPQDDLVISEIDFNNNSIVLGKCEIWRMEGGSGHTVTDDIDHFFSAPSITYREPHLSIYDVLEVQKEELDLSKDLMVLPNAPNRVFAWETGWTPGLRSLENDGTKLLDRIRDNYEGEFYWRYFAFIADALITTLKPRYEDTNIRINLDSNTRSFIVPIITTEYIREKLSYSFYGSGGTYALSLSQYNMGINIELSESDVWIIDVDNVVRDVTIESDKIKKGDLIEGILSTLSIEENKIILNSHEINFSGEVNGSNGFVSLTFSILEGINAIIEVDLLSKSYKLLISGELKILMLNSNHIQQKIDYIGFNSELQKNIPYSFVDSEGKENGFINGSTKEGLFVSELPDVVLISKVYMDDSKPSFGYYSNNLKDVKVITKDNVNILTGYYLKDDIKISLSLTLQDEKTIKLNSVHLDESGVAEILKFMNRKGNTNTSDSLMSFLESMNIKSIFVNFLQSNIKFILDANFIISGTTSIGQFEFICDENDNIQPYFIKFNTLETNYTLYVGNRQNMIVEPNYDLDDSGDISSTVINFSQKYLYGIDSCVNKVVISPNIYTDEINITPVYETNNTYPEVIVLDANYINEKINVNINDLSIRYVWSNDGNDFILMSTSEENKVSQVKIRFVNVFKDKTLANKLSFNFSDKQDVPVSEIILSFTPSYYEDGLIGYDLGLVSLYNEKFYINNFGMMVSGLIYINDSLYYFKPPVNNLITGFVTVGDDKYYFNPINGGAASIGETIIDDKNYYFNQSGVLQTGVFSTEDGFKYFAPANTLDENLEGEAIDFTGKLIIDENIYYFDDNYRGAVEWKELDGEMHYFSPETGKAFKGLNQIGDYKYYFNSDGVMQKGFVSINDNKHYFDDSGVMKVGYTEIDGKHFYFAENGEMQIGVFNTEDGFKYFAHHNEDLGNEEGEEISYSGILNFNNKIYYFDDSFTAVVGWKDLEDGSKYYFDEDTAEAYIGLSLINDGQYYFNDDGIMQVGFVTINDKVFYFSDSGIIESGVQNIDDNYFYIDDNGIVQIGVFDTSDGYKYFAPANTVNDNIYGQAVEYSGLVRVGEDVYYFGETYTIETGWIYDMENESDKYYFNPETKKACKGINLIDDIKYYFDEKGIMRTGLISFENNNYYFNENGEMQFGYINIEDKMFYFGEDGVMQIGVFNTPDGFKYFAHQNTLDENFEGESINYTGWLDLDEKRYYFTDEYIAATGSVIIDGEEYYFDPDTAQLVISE
Active calls of the source: *.

SMILES | TcdB GH inh
COc1ccc(S(=O)(=O)Nc2cccc3c2O[C@H](CN(C)S(=O)(=O)c2cn(C)cn2)[C@@H](C)CN([C@@H](C)CO)C3=O)cc1 | 0.2
C[C@H](CO)N1C[C@H](C)[C@H](CN(C)Cc2ccc(-c3ccccc3)cc2)Oc2ccc(NS(C)(=O)=O)cc2CC1=O | 0.0
Cc1ccccc1-c1ccc2c(c1)O[C@@H](CN(C)C(=O)Nc1ccccc1)[C@@H](C)CN([C@@H](C)CO)S2(=O)=O | 1.2
COc1ccc(-c2ccccc2[C@H]2[C@@H](C#N)N(C(=O)NC3CCCCC3)[C@H]2CO)cc1 | -0.5
COc1ccc(S(=O)(=O)N2CCCCN3[C@@H](CO)[C@@H](c4ccc(-c5cccnc5)cc4)[C@@H]3C2)cc1 | -0.2
O=C(NCC1CC1)[C@@H]1[C@@H](CO)[C@@H]2Cn3c(ccc(-c4cncnc4)c3=O)[C@@H]2N1C(=O)NC1CCCC1 | 0.0
COCC(=O)Nc1ccc2c(c1)OC[C@H](C)N(C(=O)CC1CC1)C[C@@H](C)[C@@H](OC)CN(C)C2=O | -0.8
C[C@@H]1CN([C@H](C)CO)C(=O)c2cc(NC(=O)NC3CCCCC3)ccc2O[C@@H]1CN(C)Cc1ccc(Cl)c(Cl)c1 | 0.7
COc1ccc(S(=O)(=O)Nc2ccc3c(c2)CC(=O)N([C@@H](C)CO)C[C@H](C)[C@H](CN(C)C(=O)Nc2c(C)noc2C)O3)cc1 | 0.0
CN1CCN(C(=O)C[C@H]2CC[C@H](NC(=O)Nc3ccccc3F)[C@H](CO)O2)CC1 | 1.5
COc1ccc(CN(C)C[C@@H]2Oc3ccc(NS(=O)(=O)c4ccccc4)cc3C(=O)N([C@H](C)CO)C[C@@H]2C)cc1 | 1.0
C[C@@H]1CN([C@H](C)CO)C(=O)Cc2cc(NS(=O)(=O)c3cn(C)cn3)ccc2O[C@@H]1CN(C)S(C)(=O)=O | 0.2
C[C@H](CO)N1C[C@H](C)[C@H](CN(C)S(C)(=O)=O)Oc2ncc(C#Cc3cccc(F)c3)cc2C1=O | 1.7
C[C@@H]1CCCCO[C@H](CN(C)S(=O)(=O)c2ccccc2)[C@@H](C)CN([C@H](C)CO)C(=O)c2cc(NS(=O)(=O)c3ccccc3)ccc2O1 | -0.9
COc1ccc(S(=O)(=O)Nc2ccc3c(c2)C(=O)N([C@@H](C)CO)C[C@@H](C)[C@H](CN(C)C(=O)Cc2ccccc2)OCCCC[C@H](C)O3)cc1 | 0.5
CC(=O)N(C)C[C@H]1Oc2ncc(C#Cc3cccc(F)c3)cc2C(=O)N([C@H](C)CO)C[C@@H]1C | 1.5
O=C(C[C@H]1CC[C@H](NC(=O)CN2CCOCC2)[C@H](CO)O1)NCCc1ccncc1 | -2.0
CN(C)CC(=O)N1CCCCN2[C@H](C1)[C@@H](c1ccc(-c3cccc(C(=O)N(C)C)c3)cc1)[C@@H]2CO | 0.2
CNC[C@@H]1Oc2ccc(NC(=O)C3CC3)cc2C(=O)N([C@H](C)CO)C[C@H]1C | 0.7
C[C@H]1CN([C@@H](C)CO)C(=O)c2cccc(NC(=O)CCCCCC(=O)Nc3ccccc3N)c2O[C@@H]1CN(C)C(=O)Nc1ccc(F)cc1 | -0.1

New compounds follow
SMILES | TcdB GH inh
C[C@@H]1CN([C@@H](C)CO)S(=O)(=O)c2ccc(C3=CCCCC3)cc2O[C@H]1CN(C)Cc1cccnc1 | 1.1
C[C@H]1CN([C@@H](C)CO)C(=O)c2cccc(NC(=O)Nc3ccc(F)cc3)c2O[C@H]1CN(C)S(=O)(=O)c1cccs1 | 2.0
CO[C@@H]1CN(C)C(=O)c2ccc(NC(=O)Nc3c(C)noc3C)cc2OC[C@@H](C)N(C(=O)Nc2cccc(Cl)c2)C[C@H]1C | 0.4
O=C(Cc1ccccn1)NCC[C@@H]1CC[C@@H](NS(=O)(=O)c2ccc(F)cc2)[C@H](CO)O1 | -0.1
COc1cccc(NC(=O)Nc2ccc3c(c2)C(=O)N(C)C[C@H](OC)[C@@H](C)CN(CC2CC2)[C@H](C)CO3)c1 | -1.1
CCNC(=O)[C@H]1[C@H](CO)[C@H]2Cn3c(ccc(-c4cncnc4)c3=O)[C@H]2N1Cc1ccc2c(c1)OCO2 | 1.1
C[C@H](CO)N1C[C@H](C)[C@H](CN(C)C(=O)Nc2ccc(F)cc2)Oc2ncc(C#C[C@@H](C)O)cc2C1=O | -1.3
CC(=O)N(C)C[C@H]1Oc2cc(-c3ccc(C#N)cc3)ccc2S(=O)(=O)N([C@H](C)CO)C[C@H]1C | -0.5
C[C@H](CO)N1C[C@H](C)[C@@H](CN(C)S(C)(=O)=O)Oc2ccc(NC(=O)Cc3cn(C)c4ccccc34)cc2CC1=O | -2.5
C[C@H]1CN([C@@H](C)CO)S(=O)(=O)c2ccc(C#CC3CC3)cc2O[C@H]1CN(C)Cc1ccccc1F | 1.0
O=C(C[C@H]1C[C@H]2c3cc(NC(=O)C4CCOCC4)ccc3O[C@H]2[C@H](CO)O1)NC1CCCC1 | 4.1
C[C@H]1CN([C@@H](C)CO)C(=O)c2cccc(NS(=O)(=O)c3ccccc3)c2O[C@@H]1CN(C)CC1CC1 | -2.3
COc1ccc(C(=O)N2C[C@H]3[C@@H](c4ccccc42)[C@H](CO)N3Cc2ccc3c(c2)OCO3)cc1 | -0.3
CCS(=O)(=O)N[C@@H]1C=C[C@@H](CC(=O)NCC2CCCCC2)O[C@@H]1CO | 0.2
C[C@H](CO)N1C[C@H](C)[C@H](CN(C)Cc2ccc(C(F)(F)F)cc2)Oc2ccc(NC(=O)Nc3ccccc3)cc2C1=O | 0.4
C[C@H](CO)N1C[C@H](C)[C@H](CN(C)Cc2ccc(Cl)c(Cl)c2)Oc2ccc(NC(=O)Cc3ccccc3)cc2C1=O | -0.4
COCC(=O)N1CC(=O)N2[C@H](CO)[C@@H](c3ccc(-c4ccccc4)cc3)[C@H]2C1 | -0.7
CN(C)C(=O)C[C@@H]1C[C@H]2c3cc(NC(=O)Nc4ccc(F)cc4)ccc3O[C@H]2[C@H](CO)O1 | 0.8
CCC(=O)N1C[C@@H](O)COC[C@@H]2O[C@@H](CC(=O)NC)CC[C@H]21 | 2.3
Cc1noc(C)c1NC(=O)N(C)C[C@H]1OCCCC[C@@H](C)Oc2ccc(NS(=O)(=O)c3ccc(Cl)cc3)cc2C(=O)N([C@@H](C)CO)C[C@H]1C | -19

(continued)
SMILES | TcdB GH inh
CCC(=O)N(C)C[C@@H]1Oc2cc(C#CC3CCCC3)ccc2S(=O)(=O)N([C@@H](C)CO)C[C@H]1C | 0.3
CO[C@H]1CN(C)C(=O)c2cc(NS(=O)(=O)Cc3ccccc3)ccc2OC[C@@H](C)NC[C@H]1C | 1.0
CCC(=O)Nc1ccc2c(c1)OC[C@@H](C)N(C(=O)c1ccccc1F)C[C@H](C)[C@H](OC)CN(C)C2=O | 1.4
COc1ccccc1-c1ccc([C@H]2[C@@H](CO)N(C(=O)NC(C)C)[C@H]2C#N)cc1 | -2.5
O=C(C[C@@H]1CC[C@@H]2[C@H](COC[C@H](O)CN2C(=O)Nc2cc(Cl)cc(Cl)c2)O1)NCC1CCCCC1 | 0.3
COCC(=O)NC[C@@H]1[C@@H](c2ccc(-c3ccccc3)cc2)[C@H](CO)N1C(C)=O | -3.1
C[C@@H]1CN([C@H](C)CO)C(=O)c2cc(NC(=O)C3CCCCC3)ccc2O[C@@H]1CN(C)C(=O)Nc1ccccc1 | -1.5
O=C(NCC[C@@H]1CC[C@H](NC(=O)c2cnccn2)[C@@H](CO)O1)Nc1ccc(F)cc1 | 0.2
CO[C@H](CN(C)S(=O)(=O)c1ccc(F)cc1)[C@H](C)CN(C(=O)Nc1ccccc1F)[C@@H](C)CO | -3.7
CO[C@H]1CC[C@H]2CCN(C)C(=O)[C@@H](C)[C@H](OC)CN(C)C(=O)c3cccc(C#N)c3OC[C@@H]1O2 | -5.1
C/C=C/c1ccc2c(c1)O[C@@H](CN(C)C(=O)COC)[C@@H](C)CN([C@@H](C)CO)S2(=O)=O | 0.9
C[C@H]1CCCCO[C@H](CN(C)CC2CCCCC2)[C@@H](C)CN([C@@H](C)CO)C(=O)c2cc(NC(=O)Nc3ccc(F)cc3)ccc2O1 | 1.1
COc1ccccc1C#Cc1ccc([C@@H]2[C@@H](CO)N(C(=O)C3CC3)[C@H]2C#N)cc1 | 1.3
COc1ccc(NC(=O)N(C)C[C@@H]2Oc3ccc(NC(=O)c4ccncc4)cc3C(=O)N([C@@H](C)CO)C[C@H]2C)cc1 | 1.6
C[C@@H]1CN([C@@H](C)CO)S(=O)(=O)c2ccc(-c3cccnc3)cc2O[C@H]1CN(C)C(=O)NC1CCCC1 | 1.3
COc1ccc(NC(=O)Nc2cccc3c2O[C@H](CN(C)C(=O)NC2CCCCC2)[C@H](C)CN([C@@H](C)CO)C3=O)cc1 | 0.1
CCCN(C)C[C@@H]1OCCCC[C@H](C)Oc2ccc(NC(=O)NC3CCCCC3)cc2C(=O)N([C@@H](C)CO)C[C@@H]1C | 0.1
CC(C)CC#Cc1ccc2c(c1)O[C@H](CN(C)Cc1cccc(F)c1)[C@@H](C)CN([C@H](C)CO)S2(=O)=O | -1.5
CCNC(=O)C[C@@H]1CC[C@H]2[C@@H](COc3ccc(NC(=O)c4ccc5c(c4)OCO5)cc3C(=O)N2C)O1 | -4.3
C[C@@H]1CCCCO[C@@H](CN(C)Cc2ccc(Cl)c(Cl)c2)[C@@H](C)CN([C@H](C)CO)C(=O)c2cc(NS(=O)(=O)c3ccc(F)cc3)ccc2O1 | -6.6

Additional compounds follow:
SMILES | TcdB GH inh
CC(=O)N1[C@@H]2Cn3c(ccc(-c4ccccc4)c3=O)[C@H]1[C@@H](C(=O)N1CCN(C)CC1)[C@@H]2CO | 1.6
Cc1ccc(S(=O)(=O)Nc2cccc3c2O[C@H](CN(C)Cc2ccc(-c4ccccc4)cc2)[C@@H](C)CN([C@@H](C)CO)C3=O)cc1 | 0.3
Cc1ccccc1S(=O)(=O)N1CC(=O)N2[C@@H](CO)[C@H](c3ccc(C#CC4CC4)cc3)[C@@H]2C1 | 0.3
COc1cccc(-c2ccc([C@@H]3[C@@H](C#N)N(C(=O)c4ccccn4)[C@H]3CO)cc2)c1 | -0.8
C[C@H](CO)N1C[C@H](C)[C@H](CN(C)S(=O)(=O)c2ccc(F)cc2)Oc2c(NC(=O)C3CC3)cccc2C1=O | 0.5
Cc1ccc(S(=O)(=O)N(C)C[C@H]2Oc3c(NC(=O)c4nc5ccccc5s4)cccc3C(=O)N([C@H](C)CO)C[C@@H]2C)cc1 | -0.6
CC(=O)N(C)C[C@H]1Oc2ncc(-c3ccccc3F)cc2C(=O)N([C@H](C)CO)C[C@H]1C | 0.3
O=C(C[C@@H]1CC[C@@H]2[C@H](COC[C@@H](O)CN2Cc2ccc(F)cc2)O1)NCc1ccncn1 | 0.5
Cc1noc(C)c1S(=O)(=O)N(C)C[C@H]1Oc2ccc(NC(=O)CCN3CCOCC3)cc2CC(=O)N([C@H](C)CO)C[C@@H]1C | -2.0
CCCNC(=O)C[C@H]1CC[C@H]2[C@@H](COC[C@@H](O)CN2Cc2ccncc2)O1 | -0.8
C[C@@H]1CN([C@@H](C)CO)C(=O)c2cccc(NC(=O)c3nc4ccccc4s3)c2O[C@H]1CN(C)C(=O)Nc1ccc(F)cc1 | -0.2
COc1cccc(-c2ccc([C@@H]3[C@@H](CO)N4C(=O)CN(C(=O)c5cccnc5)C[C@H]34)cc2)c1 | 0.5
O=C(Nc1cc(F)ccc1F)N1CCCCN2[C@@H](CO)[C@H](c3ccc(-c4ccncc4)cc3)[C@@H]2C1 | -0.1
COCC#Cc1ccc2c(c1)O[C@H](CN(C)Cc1ccc(F)cc1)[C@@H](C)CN([C@@H](C)CO)S2(=O)=O | 2.0
CNC[C@@H]1Oc2ccc(NC(=O)Nc3ccc(OC)cc3)cc2C(=O)N([C@H](C)CO)C[C@@H]1C | 0.0
CCC(=O)Nc1ccc2c(c1)C(=O)N(C)C[C@@H](OC)[C@H](C)CN(C(=O)c1ccncc1)[C@H](C)CO2 | -0.5
O=C(Nc1ccccc1)N1CCCCN2[C@@H](CO)[C@@H](c3ccc(C#CC4CC4)cc3)[C@@H]2C1 | 1.0
CCc1cnc(N2[C@@H](C#N)[C@@H](c3ccc(C4=CCCCC4)cc3)[C@@H]2CO)s1 | 0.2
COc1cccc(S(=O)(=O)N2CCCCN3[C@H](C2)[C@H](c2ccc(C#CCC(C)C)cc2)[C@@H]3CO)c1 | 0.7
CC(C)C(=O)Nc1ccc2c(c1)C(=O)N(C)[C@H]1CC[C@H](CC(=O)Nc3cccc(Cl)c3)O[C@@H]1CO2 | 0.7
COc1ccc(S(=O)(=O)N[C@@H]2C=C[C@@H](CC(=O)NCCc3ccccc3)O[C@@H]2CO)cc1 | 1.3

From PubChem BioAssay

Only part of the results is shown; count on the stated rates, not on these rows.
